Screening results from PubChem BioAssay.
BioA inh = blocks M. tuberculosis BioA enzyme activity. 360,000 compounds, 0.096% hits. inhibition, % at 9.99 µM. purified M. tuberculosis BioA enzyme, plate reader; in the data active means inhibition above about 40%
* hit, by the source's call. Only part of the results is shown; the hit share may differ from the screen's.

> COc1ccc(NC(=O)Nc2cccc3c2O[C@H](CN(C)C(=O)Nc2ccccc2)[C@@H](C)CN([C@@H](C)CO)C3=O)cc1
  BioA inh = 5.0
> C[C@H]1CN([C@@H](C)CO)C(=O)c2cccc(NC(=O)Nc3ccc4c(c3)OCO4)c2O[C@H]1CN(C)S(=O)(=O)c1ccc(Cl)cc1
  BioA inh = 1.0
> O=C(C1CCCCC1)N1CC[C@@H]2[C@H]1c1cc(C#Cc3ccc(F)cc3)ccc1N[C@@H]2CO
  BioA inh = -1.2
> CCCNC(=O)N(C)C[C@@H]1Oc2ncc(C#CCC(C)C)cc2C(=O)N([C@H](C)CO)C[C@@H]1C
  BioA inh = -2.3
> O=C(NCC1CC1)[C@H]1[C@H](CO)[C@H]2Cn3c(ccc(/C=C/c4ccccc4)c3=O)[C@@H]1N2C(=O)C1CCC1
  BioA inh = 2.9
> CN(C[C@H]1N[C@@H](CO)[C@H]1c1ccc(-c2cccc(F)c2)cc1)C(=O)CC1CC1
  BioA inh = 0.0
> O=C(C1CCCC1)N1CCCCN2[C@H](CO)[C@@H](c3ccc(-c4ccncc4)cc3)[C@H]2C1
  BioA inh = -1.4
> C[C@@H]1CN([C@H](C)CO)C(=O)c2cccc(NS(=O)(=O)c3ccc(Cl)cc3)c2O[C@@H]1CN(C)Cc1ccc(Oc2ccccc2)cc1
  BioA inh = -0.1
> C[C@H](CO)N1C[C@H](C)[C@H](CN(C)CC2CC2)OCc2ccccc2-c2c(n(C)c3ccccc23)C1=O
  BioA inh = -0.6
> C[C@H](CO)N1C[C@H](C)[C@H](CN(C)Cc2ccc(C(=O)Nc3ccccc3N)cc2)Oc2ccc(NC(=O)Nc3ccccc3)cc2C1=O
  BioA inh = -4.6
> O=S(=O)(NC[C@@H]1N[C@@H](CO)[C@@H]1c1ccccc1)c1ccccc1
  BioA inh = -1.9
> CN(C)CC#Cc1ccc([C@@H]2[C@H](CO)N3CCCCN(C(=O)NC4CCCC4)C[C@@H]23)cc1
  BioA inh = 6.3
> CC(C)NC(=O)Nc1ccc2c(c1)C(=O)N([C@@H](C)CO)C[C@H](C)[C@H](CN(C)C(=O)NC(C)C)OCCCC[C@@H](C)O2
  BioA inh = -0.1
> CCC(=O)N1CCCCN2[C@H](CO)[C@H](c3ccc(-c4cccc(C(=O)N(C)C)c4)cc3)[C@@H]2C1
  BioA inh = -1.0
> CO[C@H]1CN(C)C(=O)c2ccc(NC(=O)c3ccc(F)cc3)cc2OC[C@H](C)N(C)C[C@H]1C
  BioA inh = -1.2

Given as a markdown table: part of the list above.
| compound | BioA inh |
| --- | --- |
| O=S(=O)(NC[C@@H]1N[C@@H](CO)[C@@H]1c1ccccc1)c1ccccc1 | -1.9 |
| C[C@H]1CN([C@@H](C)CO)C(=O)c2cccc(NC(=O)Nc3ccc4c(c3)OCO4)c2O[C@H]1CN(C)S(=O)(=O)c1ccc(Cl)cc1 | 1.0 |
| C[C@@H]1CN([C@H](C)CO)C(=O)c2cccc(NS(=O)(=O)c3ccc(Cl)cc3)c2O[C@@H]1CN(C)Cc1ccc(Oc2ccccc2)cc1 | -0.1 |
| CC(C)NC(=O)Nc1ccc2c(c1)C(=O)N([C@@H](C)CO)C[C@H](C)[C@H](CN(C)C(=O)NC(C)C)OCCCC[C@@H](C)O2 | -0.1 |
| O=C(C1CCCC1)N1CCCCN2[C@H](CO)[C@@H](c3ccc(-c4ccncc4)cc3)[C@H]2C1 | -1.4 |

The listing continues:
> COc1ccc(NC(=O)Nc2ccc3c(c2)C(=O)N([C@H](C)CO)C[C@H](C)[C@@H](CN(C)S(=O)(=O)c2cn(C)cn2)OCCCC[C@H](C)O3)cc1
  BioA inh = -2.2
> CC(C)NC(=O)N(C)C[C@H]1Oc2ccc(NC(=O)Cc3cn(C)c4ccccc34)cc2C(=O)N([C@@H](C)CO)C[C@H]1C
  BioA inh = 0.8
> C[C@@H]1CCCCO[C@H](CN(C)S(=O)(=O)c2ccccc2)[C@@H](C)CN([C@H](C)CO)C(=O)c2cc(NC(=O)C3CCCCC3)ccc2O1
  BioA inh = -1.2
> CCCNC(=O)Nc1ccc2c(c1)C(=O)N(C)C[C@@H](OC)[C@@H](C)CN(C(=O)C1CC1)[C@H](C)CO2
  BioA inh = 1.7
> Cc1ccc(S(=O)(=O)Nc2ccc3c(c2)C(=O)N([C@H](C)CO)C[C@H](C)[C@H](CN(C)Cc2ccccc2)OCCCC[C@@H](C)O3)cc1
  BioA inh = 0.7
> CCCC#Cc1cnc2c(c1)C(=O)N([C@@H](C)CO)C[C@@H](C)[C@@H](CN(C)S(=O)(=O)c1cn(C)cn1)O2
  BioA inh = 0.0
> C[C@@H]1CN([C@H](C)CO)C(=O)c2cc(N(C)C)ccc2O[C@H]1CN(C)S(=O)(=O)c1ccccc1
  BioA inh = 4.2
> COCC(=O)N(C)C[C@@H]1Oc2cc(C#C[C@@H](C)O)ccc2S(=O)(=O)N([C@H](C)CO)C[C@@H]1C
  BioA inh = -1.6
> Cc1ccccc1-c1ccc([C@@H]2[C@H](CO)N3CCCCN(S(=O)(=O)c4cn(C)cn4)C[C@@H]23)cc1
  BioA inh = 0.8
> OC[C@@H]1[C@@H](c2ccc(-c3ccccc3)cc2)[C@@H]2CN(CCC(F)(F)F)CCCCN12
  BioA inh = 4.1
> C[C@@H]1CN([C@H](C)CO)C(=O)c2cc(NS(=O)(=O)c3ccccc3)ccc2O[C@@H](C)CCCCO[C@@H]1CN(C)S(=O)(=O)c1cn(C)cn1
  BioA inh = 0.6
> C=CCN1C(=O)[C@]2(O[C@H](CCO)[C@@H]([Si](C)(C)c3ccc(OC)cc3)[C@@H]2C)c2cc(N3CCOC3=O)ccc21
  BioA inh = -0.1
> COc1ccc(CNC(=O)C[C@@H]2CC[C@H](NS(=O)(=O)c3cccc(OC)c3)[C@@H](CO)O2)cc1
  BioA inh = -2.2
> Cc1noc(C)c1NC(=O)N(C)C[C@H]1Oc2ncc(/C=C/c3ccccc3)cc2C(=O)N([C@@H](C)CO)C[C@@H]1C
  BioA inh = -2.2
> CC(C)C#Cc1cnc2c(c1)C(=O)N([C@@H](C)CO)C[C@@H](C)[C@@H](CN(C)C(=O)c1ccccc1F)O2
  BioA inh = 1.9

> C[C@H](NC(=O)C[C@@H]1C[C@H]2c3cc(NC(=O)CC4CC4)ccc3O[C@H]2[C@H](CO)O1)c1ccccc1
  BioA inh = 1.4
> Cc1noc(C)c1NC(=O)N(C)C[C@H]1Oc2ccc(NC(=O)Cc3ccccc3)cc2CC(=O)N([C@@H](C)CO)C[C@H]1C
  BioA inh = 1.9
> CCCNC(=O)[C@@H]1[C@@H](CO)[C@@H]2Cn3c(cccc3=O)[C@H]1N2CCC
  BioA inh = 0.3
> COc1ccc(S(=O)(=O)N2CCCCN3[C@H](C2)[C@H](c2ccc(C#CCC(C)C)cc2)[C@@H]3CO)cc1
  BioA inh = 3.6
> C[C@@H]1CN([C@@H](C)CO)S(=O)(=O)c2ccc(-c3ccncc3)cc2O[C@@H]1CN(C)C(=O)c1cccc(F)c1
  BioA inh = 8.2
> O=C(CC(F)(F)F)N1C[C@H]2[C@@H](c3ccccc31)[C@H](CO)N2C(=O)c1ccncc1
  BioA inh = 0.5
> COCC#Cc1ccc2c(c1)O[C@@H](CN(C)C(=O)C1CCOCC1)[C@H](C)CN([C@H](C)CO)S2(=O)=O
  BioA inh = 0.4
> CO[C@@H]1CN(C)C(=O)c2cc(NC(=O)C3CC3)ccc2OC[C@H](C)N(Cc2cccnc2)C[C@H]1C
  BioA inh = 1.0
> C[C@H](CO)N1C[C@H](C)[C@H](CN(C)S(=O)(=O)c2ccc(Cl)cc2)Oc2ccc(NC(=O)Nc3ccc4c(c3)OCO4)cc2CC1=O
  BioA inh = 0.8
> Cc1ccc(S(=O)(=O)N(C)C[C@@H]2OCc3ccccc3-c3ccccc3C(=O)N([C@@H](C)CO)C[C@H]2C)cc1
  BioA inh = 2.4
> CC(=O)N1CCCCN2[C@H](C1)[C@@H](c1ccc(Br)cc1)[C@@H]2CO
  BioA inh = 0.8
> C/C=C/c1ccc([C@H]2[C@@H](CNC(C)C)N(C(=O)c3ccccc3)[C@H]2CO)cc1
  BioA inh = -5.7
> CN1C(=O)c2cc(NC(=O)CC(F)(F)F)ccc2OC[C@H]2O[C@@H](CC(=O)NC3CCC3)CC[C@@H]21
  BioA inh = -2.0
> CCCNC(=O)Nc1ccc2c(c1)C(=O)N(C)[C@@H]1CC[C@@H](CC(=O)NCc3ccccc3)O[C@H]1CO2
  BioA inh = -3.9
> CNC[C@@H]1Oc2cc(C#Cc3cccc(OC)c3)ccc2S(=O)(=O)N([C@@H](C)CO)C[C@H]1C
  BioA inh = 2.8

> CCCC#Cc1ccc2c(c1)O[C@H](CN(C)C(=O)Nc1ccc(OC)cc1)[C@H](C)CN([C@H](C)CO)S2(=O)=O
  BioA inh = -0.2
> C[C@@H]1CCCCO[C@@H](CN(C)CC2CCCCC2)[C@@H](C)CN([C@@H](C)CO)C(=O)c2cc(NS(=O)(=O)c3cn(C)cn3)ccc2O1
  BioA inh = 0.6
> CCNC(=O)C[C@H]1CC[C@H]2[C@@H](COC[C@H](O)CN2Cc2ccc(Cl)c(Cl)c2)O1
  BioA inh = -0.9
> O=C(CCN1CCCCC1)N[C@@H]1CC[C@H](CCn2cc(-c3cccc(F)c3)nn2)O[C@@H]1CO
  BioA inh = 1.2
> COc1ccc(S(=O)(=O)N(C)C[C@H]2OCCCC[C@H](C)Oc3ccc(NS(=O)(=O)c4cccs4)cc3C(=O)N([C@H](C)CO)C[C@@H]2C)cc1
  BioA inh = 0.2
> CN1c2ccc(-c3ccccc3)cc2[C@@H]2[C@@H](CCN2C(=O)c2ccc(F)cc2)[C@@H]1CO
  BioA inh = -1.2
> COc1ccc(S(=O)(=O)Nc2ccc3c(c2)CC(=O)N([C@H](C)CO)C[C@@H](C)[C@@H](CN(C)S(=O)(=O)c2ccccc2)O3)cc1
  BioA inh = 9.8
> CCCN(C)C[C@@H]1OCCCC[C@@H](C)Oc2ccc(NC(=O)CCCN(C)C)cc2C(=O)N([C@H](C)CO)C[C@@H]1C
  BioA inh = -0.7
> CO[C@H](CN(C)S(=O)(=O)c1cn(C)cn1)[C@H](C)CN(C(=O)Nc1ccc(C(F)(F)F)cc1)[C@@H](C)CO
  BioA inh = -0.7
> COc1ccccc1S(=O)(=O)N[C@H]1C=C[C@H](CC(=O)N2CCN(C)CC2)O[C@H]1CO
  BioA inh = -5.9
> C[C@@H]1CCCCO[C@@H](CN(C)S(=O)(=O)c2cn(C)cn2)[C@@H](C)CN([C@@H](C)CO)C(=O)c2cc(NC(=O)Cc3ccccc3)ccc2O1
  BioA inh = -0.2
> C[C@H](CO)N1C[C@H](C)[C@H](CN(C)CC2CC2)Oc2ccc(NC(=O)CCCCCC(=O)Nc3ccccc3N)cc2C1=O
  BioA inh = 0.1
> CC(=O)N[C@@H]1CC[C@H](CC(=O)NCc2ccc(Cl)cc2)O[C@@H]1CO
  BioA inh = -2.2
> Cc1ccc(S(=O)(=O)N(C)C[C@@H]2OCc3cn(nn3)CCCC(=O)N([C@@H](C)CO)C[C@@H]2C)cc1
  BioA inh = -0.9
> O=C(NCC[C@@H]1CC[C@H](NC(=O)C2CCCCC2)[C@H](CO)O1)Nc1ccc(Cl)cc1
  BioA inh = 7.6

> COc1ccc(-c2cn(CC[C@H]3CC[C@@H](NC(=O)NC(C)C)[C@@H](CO)O3)nn2)cc1
  BioA inh = 0.7
> C[C@H]1CN([C@@H](C)CO)S(=O)(=O)c2ccc(-c3ccccc3)cc2O[C@H]1CN(C)Cc1ccccn1
  BioA inh = 2.0
> C[C@@H]1CN([C@H](C)CO)C(=O)Cc2cc(NC(=O)Cc3cn(C)c4ccccc34)ccc2O[C@@H]1CN(C)C(=O)Nc1ccc2c(c1)OCO2
  BioA inh = 1.9
> C/C=C/c1ccc2c(c1)O[C@@H](CN(C)C(=O)Nc1ccc(C(F)(F)F)cc1)[C@@H](C)CN([C@@H](C)CO)S2(=O)=O
  BioA inh = 3.3
> CCCNC(=O)C[C@H]1CC[C@@H]2[C@@H](COc3ccc(NC(=O)C4CCOCC4)cc3C(=O)N2C)O1
  BioA inh = -0.8
> C[C@@H]1CN([C@H](C)CO)C(=O)c2cc(NC(=O)Nc3ccc4c(c3)OCO4)ccc2O[C@@H](C)CCCCO[C@H]1CN(C)S(=O)(=O)c1cccs1
  BioA inh = 1.0
> C[C@@H]1CN([C@@H](C)CO)C(=O)c2cc(-c3cccnc3)cnc2O[C@@H]1CN(C)C(=O)c1cccc(F)c1
  BioA inh = -0.1
> CC(C)c1cn(CC[C@@H]2CC[C@H](NS(=O)(=O)c3ccccc3)[C@@H](CO)O2)nn1
  BioA inh = -0.9
> Cc1ccc(S(=O)(=O)N(C)C[C@H]2Oc3ccc(NS(=O)(=O)c4cccs4)cc3C(=O)N([C@H](C)CO)C[C@H]2C)cc1
  BioA inh = -0.3
> N#C[C@@H]1N[C@@H](CO)[C@@H]1c1ccc(-c2cccc(F)c2)cc1
  BioA inh = -2.4
> C[C@@H]1CN([C@@H](C)CO)C(=O)Cc2cc(NS(=O)(=O)c3ccccc3)ccc2O[C@@H]1CN(C)Cc1ccc2c(c1)OCO2
  BioA inh = 2.0
> C[C@H]1CCCCO[C@@H](CN(C)C(=O)Nc2ccc(C(F)(F)F)cc2)[C@@H](C)CN([C@@H](C)CO)C(=O)c2cc(NS(=O)(=O)c3ccccc3)ccc2O1
  BioA inh = 1.7
> O=C(C[C@H]1C[C@@H]2c3cc(NC(=O)c4ccc5c(c4)OCO5)ccc3O[C@@H]2[C@@H](CO)O1)NCc1ccccn1
  BioA inh = -0.1
> C[C@@H]1CN([C@@H](C)CO)S(=O)(=O)c2ccc(C#CCN(C)C)cc2O[C@H]1CN(C)Cc1ccc2c(c1)OCO2
  BioA inh = -0.7
> C[C@H](CO)N1C[C@H](C)[C@H](CN(C)Cc2cccnc2)Oc2ncc(C3=CCCCC3)cc2C1=O
  BioA inh = 5.6

> Cc1ccc(S(=O)(=O)Nc2ccc3c(c2)C(=O)N([C@H](C)CO)C[C@H](C)[C@H](CN(C)S(C)(=O)=O)O3)cc1
  BioA inh = -1.9
> O=C(NC1CCC1)[C@H]1[C@H](CO)[C@H]2Cn3c(ccc(-c4ccncc4)c3=O)[C@H]2N1CC1CC1
  BioA inh = 0.2
> CC(C)NC(=O)Nc1ccc2c(c1)C(=O)N([C@@H](C)CO)C[C@H](C)[C@@H](CN(C)S(=O)(=O)c1cccs1)OCCCC[C@H](C)O2
  BioA inh = 1.0
> CN1[C@H](C(=O)N2CCc3ccccc3C2)[C@@H](CO)[C@@H]2Cn3c(ccc(-c4ccncc4)c3=O)[C@@H]21
  BioA inh = 2.4
